# High-throughput results: PubChem, several laboratories
# PHOSPHO1 block: PHOSPHO1 (human) inhibition; actives 1.1% (n = 290,000); recombinant PHOSPHO1, absorbance phosphatase assay; Q8TCT1; inhibition, % at 13.3 µM; in the data active = inhibition above about 60%
# GalR3 antag: blocks the human galanin receptor 3; actives 0.44% (n = 360,000); HEK293 GalR3-CNG cAMP membrane potential fluorescence; galR3 body fused to GalR1 C-terminus; O60755; inhibition, % at 3 µM;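 active = inhibition above the screen-wide average plus 3 SD, cut at about 13% in these data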;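 also: forskolin and galanin both at EC90 stimulate the cells; cAMP rise reported by CNG channel membrane potential dye signal; 0% = forskolin plus galanin with DMSO and 100% = forskolin alone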
# DNA FID counter: fluorescent intercalator displacement, NS3 helicase counter-screen; inhibition, % at 7.9 µM; AID 1845; actives 0.17% (n = 290,000); DNA fluorescent intercalator displacement, fluorescence; in the data active = inhibition above about 37%;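 also: 0% = vehicle and 100% = reference compound; higher means more ethidium bromide displaced from hairpin DNA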
# HCV NS3 hel inh: blocks Hepatitis C virus NS3 helicase unwinding; inhibition, % at 10.9 µM; NS3 helicase DNA unwinding, Cy5 molecular beacon fluorescence; actives 0.56% (n = 290,000); AID 1800;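 active = inhibition above the mean of all tested compounds plus 3 SD, set per campaign, cut at about 35% in these data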;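 also: 0% = DMSO wells and 100% = thioflavine S control wells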
#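 Material: hepatitis C virus NS3 helicase domain fragment enzyme; measured by: Cy5 fluorescence, 0 and 60 min reads; control set: DMSO and thioflavine S; incubation: 60 min unwinding reaction at 25 °C after ATP addition; read-out basis: % inhibition from 60/0 min fluorescence ratio, DMSO 0%, thioflavine S 100%; repeats: singlicate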
# IMP-1 inh: blocks Pseudomonas aeruginosa IMP-1 metallo-beta-lactamase; actives 0.45% (n = 290,000); inhibition, % at 5.6 µM; purified IMP-1, nitrocefin hydrolysis, epi-absorbance fluorescence;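 active = inhibition above the mean plus 3 SD of all compounds in the same screening run, cut at about 4.5% in these data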;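 also: 0% = IMP-1 with DMSO and 100% = DMSO wells lacking enzyme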
#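 system = purified recombinant IMP-1 beta-lactamase | amount = 0.2 nM IMP-1, as dispensed | medium = HEPES buffer pH 7.1 with ZnSO4 and Brij 35 | times = 25 °C, 15 min preincubation, 25 min reaction | detection = plate fluorescence quenching by hydrolysis product, ex 480/em 530 nm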
# GPR7 antag: blocks human GPR7 receptor signaling | P48145 | GPR7-expressing cells, fluorescence antagonist assay | inhibition, % at 4.4 µM | actives 1.1% (n = 290,000) | AID 1861; in the data active = inhibition above about 16%, passing the limit was not always enough;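 also: cells stimulated with the agonist NPW; 0% = agonist with vehicle and 100% = vehicle without agonist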
# Target sequence (P48145 whole entry, looked up): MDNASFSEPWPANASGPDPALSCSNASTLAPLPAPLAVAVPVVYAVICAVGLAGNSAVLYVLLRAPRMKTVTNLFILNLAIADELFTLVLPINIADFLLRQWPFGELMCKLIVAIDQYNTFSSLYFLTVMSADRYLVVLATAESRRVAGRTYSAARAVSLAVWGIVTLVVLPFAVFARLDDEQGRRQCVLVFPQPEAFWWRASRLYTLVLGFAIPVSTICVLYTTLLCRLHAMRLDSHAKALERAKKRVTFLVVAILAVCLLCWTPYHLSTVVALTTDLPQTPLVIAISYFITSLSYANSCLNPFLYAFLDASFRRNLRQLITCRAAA
# VIM-2 inhibitor: blocks Pseudomonas aeruginosa VIM-2 metallo-beta-lactamase | actives 0.89% (n = 290,000) | purified VIM-2, nitrocefin hydrolysis, epi-absorbance fluorescence | inhibition, % at 5.6 µM;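 active = inhibition above the mean of all tested compounds plus 3 SD, cutoff set per screening run, cut at about 7.5% in these data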;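 also: red hydrolysis product quenches plate fluorescence so inhibitors raise well fluorescence; 0% = enzyme with DMSO and 100% = DMSO without enzyme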
# V1aR counter: counter-screen for oxytocin receptor agonists: human V1a receptor agonists; P37288; CHO-V1R cells, Fluo-8 calcium fluorescence, agonist mode; 0% DMSO, 100% 3 nM vasopressin; activation, % at 3 µM; actives 0.25% (n = 320,000); AID 2797;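 active = activation above the mean activation of all tested compounds plus 3 SD, per screening run, cut at about 20% in these data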;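 also: signal is peak over basal fluorescence ratio across a 100 second FLIPR read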
# OXTR agonist: human OXTR agonism. CHO-OTR cells, Fluo-8 calcium fluorescence; normalized: DMSO 0%, oxytocin 100%. activation, % at 3 µM. P30559. actives 0.32% (n = 320,000);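 active = activation above the mean of all tested compounds plus 3 SD, cutoff set per screening run, cut at about 20% in these data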;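 also: peak over basal fluorescence ratio from a 100 s FLIPR kinetic read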
# Target sequence (P30559 whole entry, looked up): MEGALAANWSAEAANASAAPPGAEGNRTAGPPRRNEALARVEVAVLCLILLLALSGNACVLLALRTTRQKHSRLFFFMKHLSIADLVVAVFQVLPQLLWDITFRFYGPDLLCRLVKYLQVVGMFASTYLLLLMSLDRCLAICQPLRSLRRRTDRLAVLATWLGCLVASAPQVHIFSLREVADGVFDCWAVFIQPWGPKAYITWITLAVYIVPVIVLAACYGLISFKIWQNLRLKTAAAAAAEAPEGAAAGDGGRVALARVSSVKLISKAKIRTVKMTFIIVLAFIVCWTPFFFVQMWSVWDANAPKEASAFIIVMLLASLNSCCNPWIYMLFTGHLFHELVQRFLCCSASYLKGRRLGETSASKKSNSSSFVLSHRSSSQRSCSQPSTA
# Active calls of the source: *; / = not tested or not shown.
1	CCCN1C2=C(C(=O)CCC2)C(c2ccc(F)cc2)C2=C1c1ccccc1C2=O (stereo not given)
2	CCSc1nsc(NC(=O)Nc2ccc(F)cc2F)n1
3	COc1ccccc1CN=C1NC(=O)C(CC(=O)Nc2ccc(C(C)=O)cc2)S1 (stereo not given)
4	COc1ccc(C)cc1Nc1n[n+](-c2ccccc2)c(-c2cc(OC)c(OC)cc2Br)s1
5	O=C(Oc1ccc[nH]c1=O)c1cccc(Cl)c1
6	Cc1ccc(C)c(N(CC(=O)NC2CCCC2)C(=O)c2csnn2)c1
7	CC(=O)N1CCN(c2ccc(NC(=O)c3cc4ccccc4o3)cc2)CC1
8	O=C(CSc1nnc2ccccn12)Nc1ccc(S(=O)(=O)N2CCOCC2)cc1
9	COCCN1CCN(C(=O)c2ccc3nc(Cc4ccc(OC)c(OC)c4)oc3c2)CC1
10	Cc1ccccc1NC(=O)CSc1nc(Nc2ccccc2)nc(N2CCOCC2)n1

assay / compound,1,2,3,4,5,6,7,8,9,10
IMP-1 inh,-2.6,1.4,-2.7,-1.1,-2.4,-0.4,-4.1,-0.8,-2.9,-3.2
HCV NS3 hel inh,-5,6,1,-23,4,10,5,16,-1,5
DNA FID counter,2,-2,-42,-33,0,-14,-32,-5,-27,-2
GPR7 antag,-16,54*,-4,-1,-7,-4,3,-8,-5,-9
GalR3 antag,/,/,1,-7,-9,-8,-3,-1,88*,0
V1aR counter,/,11,-0.2,-0.2,-0.1,1.4,1.5,0.4,11,-0.2
PHOSPHO1 block,/,39,-10,25,-19,39,-6,28,23,26
OXTR agonist,/,17,-0.5,-1.1,3.6,-0.4,1.7,0.7,9.3,-1.5
VIM-2 inhibitor,-1.9,1.7,-1.1,-0.8,-0.8,0.2,-3.3,-0.2,-1.1,-3.5

11	COc1cccc(N(C(=O)c2snc(C(N)=O)c2N)C(C(=O)NCc2ccccc2)c2ccc(O)cc2)c1 (stereo not given)
12	O=C(NCc1ccccc1)N1CCC(Cc2ccccc2)CC1
13	CC(C)c1csc(CN2CCC(CO)(Cc3cccc(F)c3)CC2)n1
14	O=C(N/N=C/c1c[nH]c2ccccc12)c1cc(-c2ccc(-c3ccccc3)cc2)n[nH]1
15	O=C(CCS(=O)NCc1ccccc1)NCc1ccccc1 (stereo not given)
16	Cc1ccc(C)c(OCCCC(=O)N2CCOCC2)c1
17	CCOC(=O)C1=C(C)N=c2s/c(=C\c3ccc(O)c([N+](=O)[O-])c3)c(=O)n2C1c1ccccc1OC (stereo not given)
18	Cc1cc(C)c(NC(=O)C2CCCN(S(=O)(=O)c3c(C)noc3/C=C/N(C)C)C2)c(C)c1 (stereo not given)
19	CCn1ncc(Br)c1C(=O)Nc1cc(C)cc(C)c1
20	Cc1cc2nnc(SC(C)C)n2c2ccccc12

assay / compound,11,12,13,14,15,16,17,18,19,20
IMP-1 inh,-1.5,-3.0,-3.6,-1.0,-2.2,1.8,-5.0,-0.3,-2.4,-0.4
HCV NS3 hel inh,-26,-1,-13,-20,0,5,34,13,-6,-1
DNA FID counter,-29,-31,-10,-4,-2,-7,-14,-33,-11,-15
GPR7 antag,-2,-9,5,9,-9,-5,-22,-15,-18,-2
GalR3 antag,-8,-5,13*,-5,/,0,-8,3,-12,-2
V1aR counter,1.5,-0.3,2.0,1.3,2.8,0.2,-0.2,0.9,0.2,-0.6
PHOSPHO1 block,27,45,33,41,43,40,/,23,0,-7
OXTR agonist,1.8,-1.1,2.8,1.6,0.8,-0.6,-1.8,0.9,-2.7,-2.5
VIM-2 inhibitor,0.0,0.3,-3.4,-2.2,0.7,-6.7,-4.5,-1.3,-4.7,7.1

21	Cc1ccc(NC(=O)N(C2=NCC(C)S2)c2ccccc2)cc1 (stereo not given)
22	Cc1cc(C)n2nc(S(=O)(=O)NCCc3ccccc3)nc2n1
23	N#CC(C(=O)c1ccccc1Cl)=C1SCCCS1
24	Cc1cccc(/C=N/NC(=O)NC2CCCCC2)c1
25	O=C(Cn1nnc2ccccc21)N/N=C\c1cccs1
26	COc1cc2[nH]c(=S)n(NC(=O)c3ccccc3)c(=O)c2cc1OC
27	COc1ccc(S(=O)(=O)Nc2ccc3c(c2)OCCO3)cc1Cl
28	Cc1ccc(Nc2nnc(SCC(=O)N(C)C3CCS(=O)(=O)C3)s2)cc1 (stereo not given)
29	CCc1c(C#N)c(N)nc(SCC(=O)OCc2ccccc2)c1C#N
30	O=C(Nc1ccc(-c2nc3ccccc3[nH]2)cc1)c1ccccc1NS(=O)(=O)c1ccc(F)cc1

assay / compound,21,22,23,24,25,26,27,28,29,30
IMP-1 inh,-4.7,-3.1,0.6,-2.2,-2.1,-5.2,-1.2,-0.2,-1.0,-0.3
HCV NS3 hel inh,1,-2,4,10,2,3,0,-1,-13,10
DNA FID counter,2,0,-5,-28,-3,3,-3,-8,1,-9
GPR7 antag,-14,-9,-1,-11,2,1,-5,-5,6,-10
GalR3 antag,-6,-1,-7,-4,-4,-8,-4,0,-1,-2
V1aR counter,0.7,-0.9,4.0,-1.6,0.6,-0.2,9.3,-0.2,4.1,-0.3
PHOSPHO1 block,/,-5,16,-16,0,-29,14,7,-23,3
OXTR agonist,0.3,1.2,-0.5,-1.8,1.7,-0.1,12,-1.9,2.4,0.0
VIM-2 inhibitor,0.5,-7.2,-0.9,-1.5,0.6,-5.0,-7.3,-2.0,1.1,-0.7

31	CC(C)(C)c1ccc(-c2noc(CCC(=O)NCC3CCCO3)n2)cc1 (stereo not given)
32	COc1ccc(OC)c2c1sc(=NC(=O)C1CCCCC1)n2C
33	O=C(OCc1ccc(Cl)c(Cl)c1)c1cnccn1
34	CCOC(=O)[C@@H]1[C@H]2COc3ccccc3[C@H]2N2C(=O)N(c3cccc(F)c3)C(=O)[C@]12C
35	O=C(O)CCN1C(=O)/C(=C\c2ccncc2)SC1=S
36	Nc1c(C(=O)Nc2ccccc2)sc2ncc([N+](=O)[O-])cc12
37	CCCn1c(=S)[nH]c2cc(C(=O)N3CCc4ccccc4C3)ccc2c1=O
38	COc1cc(OC)c(NC2=CC(=O)C(=O)c3ccccc32)cc1Cl
39	COc1ccc(S(=O)(=O)NCc2ccco2)cc1-c1nnc2c3ccccc3c(C)nn12
40	CC1(C)CC(=O)C2=C(C1)N1C(=C(C#N)C2c2ccc(Cl)cc2)N=C(N)c2ccccc21 (stereo not given)

assay / compound,31,32,33,34,35,36,37,38,39,40
IMP-1 inh,1.8,-3.5,-3.6,1.1,-1.6,-2.3,-4.9,-4.3,-3.2,-1.4
HCV NS3 hel inh,14,-3,2,1,2,5,0,11,-15,-5
DNA FID counter,-30,-3,-4,-33,-6,1,-11,-4,-27,-9
GPR7 antag,-8,-5,-1,1,-10,-8,-2,1,-2,-13
GalR3 antag,-2,-4,-4,-4,-5,-2,-5,3,28*,-5
V1aR counter,5.9,-0.1,2.5,-0.4,1.7,9.7,0.4,0.3,0.0,-0.6
PHOSPHO1 block,-4,-11,6,-30,32,-1,1,18,-57,-6
OXTR agonist,8.8,-0.4,2.8,0.1,-0.8,0.7,-1.2,-0.5,0.1,0.3
VIM-2 inhibitor,1.1,-2.2,-3.6,-0.5,-0.5,-2.0,-2.6,-3.9,0.4,-2.9

41	CCN1CCN(C(=S)Nc2ccc(C(C)=O)cc2)CC1
42	CCCCC(=O)NC(NC(=S)N1CCOCC1)C(Cl)(Cl)Cl (stereo not given)
43	CCn1nnnc1SCC(=O)N1c2ccccc2Sc2ccccc21
44	COC(=O)CSc1nnc([C@H](Cc2ccccc2)NC(=O)OC(C)(C)C)o1
45	COCCn1c(=O)[nH]c2cc(C(=O)Nc3nnc(C)s3)ccc21

assay / compound,41,42,43,44,45
IMP-1 inh,0.1,-3.3,-3.1,2.3,-3.0
HCV NS3 hel inh,-6,-2,-2,-2,-2
DNA FID counter,0,0,-30,-22,-9
GPR7 antag,1,3,-3,-7,-8
GalR3 antag,-1,-5,0,1,-10
V1aR counter,-0.6,0.5,1.6,0.4,0.0
PHOSPHO1 block,20,11,1,0,0
OXTR agonist,0.1,-0.1,1.1,0.0,1.0
VIM-2 inhibitor,1.4,-2.1,-2.2,-3.5,-3.8
